# From PubChem
# AHR activator: AHR activators, primary screen, cell-based, luminescence, luciferase reporter, human. activation, % at 5 µM. AID 2796, 2010. hit rate 2.5% among 320,000. AHR-responsive luciferase reporter cells. Aryl hydrocarbon receptor (Homo sapiens), P35869; in the data active means activation above about 47%;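 further: 0% = vehicle wells and 100% = reference agonist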
# Target sequence (P35869 whole entry, looked up): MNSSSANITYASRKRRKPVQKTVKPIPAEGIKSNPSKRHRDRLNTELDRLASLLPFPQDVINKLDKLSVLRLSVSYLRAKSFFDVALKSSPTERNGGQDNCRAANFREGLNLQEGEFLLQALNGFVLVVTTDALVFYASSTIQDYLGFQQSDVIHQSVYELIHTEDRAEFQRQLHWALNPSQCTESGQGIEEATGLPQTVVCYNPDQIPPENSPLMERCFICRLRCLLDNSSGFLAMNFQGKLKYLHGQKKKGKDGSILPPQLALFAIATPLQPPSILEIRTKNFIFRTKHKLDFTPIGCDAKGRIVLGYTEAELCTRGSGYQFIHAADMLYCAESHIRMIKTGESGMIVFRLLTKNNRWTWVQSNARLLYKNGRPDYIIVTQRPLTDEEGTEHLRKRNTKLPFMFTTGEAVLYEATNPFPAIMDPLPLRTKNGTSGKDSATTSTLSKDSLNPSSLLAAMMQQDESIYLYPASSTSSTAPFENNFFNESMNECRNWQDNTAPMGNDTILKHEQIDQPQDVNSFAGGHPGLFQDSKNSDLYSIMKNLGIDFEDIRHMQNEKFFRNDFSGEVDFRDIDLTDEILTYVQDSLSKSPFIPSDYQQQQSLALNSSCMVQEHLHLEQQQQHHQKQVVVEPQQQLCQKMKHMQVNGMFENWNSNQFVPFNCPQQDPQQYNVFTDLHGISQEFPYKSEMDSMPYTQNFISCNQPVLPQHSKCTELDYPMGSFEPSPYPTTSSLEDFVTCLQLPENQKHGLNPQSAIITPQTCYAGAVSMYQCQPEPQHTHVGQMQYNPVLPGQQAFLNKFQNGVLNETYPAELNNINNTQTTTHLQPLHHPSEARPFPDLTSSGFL
# Efflux pump inh: inhibitors of Candida efflux pumps in yeast, primary screen, S. cerevisiae, Nile Red, multiplex | S. cerevisiae Candida pump triplex | inhibition, % at 10 µM | hit rate 0.44% among 330,000 | AID 485275, 2010;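 active means plate passing quality check with inhibition over a set limit, or well fluorescence over plate mean plus 4 SD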;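 further: Nile Red retained in pooled yeast measured as flow cytometry median fluorescence; 0% = buffer negative control and 100% = Enniatin B positive control; higher means more Nile Red kept so more efflux inhibition; some compounds called inactive have numbers as strong as hits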
# MEP2-GFP yeast: modulators of MEP2-GFP levels in yeast, primary screen, S. cerevisiae, multiplex flow cytometry, MLPCN library. S. cerevisiae MEP2-GFP strain, 3 h; 100% = DMSO control level. hit rate 0.51% among 330,000. AID 2016, 2009. GFP response vs DMSO, % at 10 µM;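 active means GFP response versus DMSO above a set limit, roughly screen mean plus 3 SD, cut at about 180% in these data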;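 further: median GFP fluorescence of the barcode-gated MEP2-GFP cells per well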
# CIT2-GFP yeast: modulators of CIT2-GFP expression in yeast, primary screen, S. cerevisiae, GFP fusion, multiplex flow cytometry, MLPCN library; AID 2029, 2009; GFP response vs DMSO, % at 10 µM; hit rate 0.065% among 320,000; S. cerevisiae CIT2-GFP strain, 3 h; 100 means same as DMSO wells;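 active means GFP response relative to DMSO above a set limit, near the screen mean plus 3 SD, cut at about 150% in these data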;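 further: ratio of well median GFP fluorescence to mean of DMSO wells on the plate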
# Yeast superoxide: reduction of superoxide in aged yeast, primary screen, HTS; S. cerevisiae aged cells, superoxide DHE fluorescence; stronger effect = lower value; superoxide response (% of plate mean), % at 10 µM; hit rate 0.18% among 330,000; AID 2690, 2010;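 active means superoxide response under a set limit, about three screen SD below normal, cut at about 65% in these data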;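 further: yeast aged for seven days with compound at 30 °C before DHE staining; 100% = average MFI of all compound-treated wells on the plate with controls excluded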
# AGP1 TOR yeast: modulators of AGP1-GFP expression in yeast TOR pathway, primary screen, cell-based, multiplex flow cytometry, S. cerevisiae, MLPCN library; AID 2066, 2009; hit rate 0.02% among 320,000; 3 h; GFP as percent of DMSO wells; GFP response vs DMSO, % at 10 µM;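 active means GFP response relative to DMSO above a set limit, near screen average plus 3 SD, cut at about 150% in these data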;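 further: median GFP channel fluorescence of the gated AGP1 strain per well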
# RPL19A TOR yeast: RPL19A-GFP expression modulators in yeast, primary screen, cell-based, S. cerevisiae, multiplex flow cytometry, MLPCN; S. cerevisiae RPL19A-GFP strain, 3 h; stronger effect = lower value; AID 2025, 2009; hit rate 0.3% among 330,000; percent response vs DMSO, % at 10 µM;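 active means percent response vs DMSO below 50%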;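 further: median channel GFP fluorescence of the barcoded RPL19A-GFP strain; ratio of sample median GFP to plate DMSO average so 100% = DMSO; lower means less RPL19A-GFP as with rapamycin TOR inhibition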
# LAP4-GFP MLPCN: modulators of LAP4-GFP expression in yeast, primary screen, S. cerevisiae, multiplex flow cytometry, MLPCN library; 3 h; median GFP as percent of DMSO wells; GFP response vs DMSO, % at 10 µM; hit rate 0.34% among 320,000;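 active means GFP response vs DMSO above a set limit, about the screen mean plus 3 SD, cut at about 150% in these data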
# * hit, by the source's call; x = not tested or not shown.
SMILES,AHR activator,Efflux pump inh,MEP2-GFP yeast,CIT2-GFP yeast,Yeast superoxide,AGP1 TOR yeast,RPL19A TOR yeast,LAP4-GFP MLPCN
COC(=O)c1c(/N=C/N(C)C)sc2c1CCN(c1ncc(C(F)(F)F)cc1Cl)C2,72*,-0.4,97,91,86,x,93,97
O=C(Nc1ccc(F)cc1Cl)C1=COCCO1,-9,-0.1,101,106,97,105,100,103
CCOC(=O)[C@@H]1[C@H]2COc3ccc(Br)cc3[C@@H]2N2C(=O)N(c3ccc(OC)cc3)C(=O)[C@@]12C,1,-0.4,100,97,89,100,98,107
O=C(O)CCCC(=O)Nc1ccc(C(=O)N2CCCCC2)c(Cl)c1,1,0.0,106,104,99,107,114,106
CC1(C)Oc2cc3oc(-c4cc(O)cc(O)c4)cc3cc2CC1O (configuration not stated),-4,-0.2,104,104,84,106,101,101
CCN(Cc1ccccc1)S(=O)(=O)c1ccc(C(=O)Nc2nnc(C)o2)cc1,0,-0.1,104,92,82,101,94,188*
CCc1nnc(NC(=O)CSc2nnc(-c3ccco3)n2C)s1,-2,-0.1,95,100,93,101,92,93
N/C(=N\OS(=O)(=O)c1ccc(Cl)cc1)c1ccncc1,-1,-0.1,105,106,109,112,101,101
O=C(NCc1ccccc1)NC(=O)c1ccncc1,-1,0.1,93,97,90,96,94,92
CCOC(=O)Cn1c(CN2CCN(C(=O)c3ccco3)CC2)nc2c1c(=O)n(C)c(=O)n2C,-1,0.1,103,105,98,102,97,97
CCOc1ncccc1C(=O)Nc1ccc(S(=O)(=O)Nc2cc(C)nc(C)n2)cc1,10,0.4,95,91,131,94,95,96
Cc1nc2n[nH]c(N)c2c2c1COC(C)(C)C2,3,0.1,96,98,100,101,96,101
Cc1ccc(NC(=O)CSc2ccc(Br)cc2)cc1S(=O)(=O)N1CCOCC1,-3,0.1,106,109,94,106,101,106
CS(=O)(=O)N1N=C(c2ccco2)CC1c1ccc(Cl)cc1Cl (configuration not stated),2,0.1,96,101,128,105,99,106
COc1ccc(NC(=O)CSc2nnc(COc3ccccc3)n2Cc2ccco2)cc1OC,8,0.1,92,94,106,98,95,89
COC(=O)c1c(NC(=O)CN2CCC3(O)CCCCC3C2c2ccc(F)cc2)sc(C)c1C (configuration not stated),20,-0.3,110,114,95,111,110,100
CC(C)(C)N(Cc1ccccc1)C(=O)c1ccc(Cl)cc1[N+](=O)[O-],0,0.6,107,105,107,100,107,92
CN(C)C(=O)N1CCC(C(=O)NCc2ccc3c(c2)OCO3)CC1,2,0.3,95,92,118,95,97,95
O=C(Nc1ccc(Cl)cc1Cl)c1cccc(N2C(=O)C=CC2=O)c1,-5,0.1,102,87,72,90,64,184*
O=C1NC(c2ccccc2)CCC1(Cl)Cl (configuration not stated),0,0.0,95,93,116,88,92,87
COc1cc(NS(=O)(=O)N2CCCC2)cc(OC)c1OC,-14,-0.1,98,99,114,99,95,101
Nc1cccc(-c2cc(-c3ccccc3)nc(-c3cccc(N)c3)n2)c1,28,-0.1,101,84,105,82,99,107
O=C(NC(Cc1ccccc1)C(=O)N1CCCC(C(F)(F)F)C1)c1ccccc1 (configuration not stated),4,0.1,100,90,105,102,96,114
Cc1ccc(OCc2nnc(SCC(=O)c3cccs3)n2-c2ccccc2)cc1C,3,0.0,99,101,94,99,102,112
O=C(Cc1ccc(Br)cc1)Nc1ncc([N+](=O)[O-])s1,13,-0.1,96,104,89,102,101,109
CC1CN(c2nnc(-c3ccccc3)c3ccccc23)CC(C)O1 (configuration not stated),0,0.2,104,102,105,108,108,102
COc1ccc(-c2cc(C(F)F)n3ncc(C(=O)N4CCc5ccccc54)c3n2)cc1,3,0.4,96,97,107,96,100,87
Cc1ccccc1Cn1c(=N)n(CC(=O)c2ccc([N+](=O)[O-])cc2)c2ccccc21,1,-0.4,102,102,94,104,101,104
NC(=O)CC[C@@H]1NC(=O)[C@H](CO)NC(=O)c2cc([N+](=O)[O-])cc(I)c2NCC[C@@H](C(N)=O)NC1=O,1,0.0,102,91,96,99,100,105
CCCNS(=O)(=O)c1ccc(CCC(=O)N2CCN(CC)CC2)cc1,1,-0.1,96,97,93,87,92,88
O=C(CCn1cnc2ccccc2c1=O)Nc1cccc(Cl)c1Cl,2,0.4,97,91,88,98,94,118
O=C(NCCO)/C(=C/c1ccco1)NC(=O)c1ccco1,-1,0.2,86,82,101,93,93,92
O=C(c1ccccc1F)N(Cc1cccnc1)Cc1cc2cc3c(cc2[nH]c1=O)OCCO3,15,-0.2,99,106,90,109,100,106
CC(C)Cc1nnc(NC(=O)CCc2c[nH]c3ccccc23)s1,7,0.1,102,95,103,87,105,89
Cn1nnnc1SCC(=O)Nc1cc(C(=O)O)cc(C(=O)O)c1,-2,0.0,110,93,121,94,92,98
C[C@H]1CN([C@@H](C)CO)C(=O)c2cccc(NC(=O)c3ccncc3)c2O[C@H]1CN(C)C(=O)Nc1ccccc1,2,0.1,97,98,98,102,97,102
COc1ccc(CN2C(=O)CS/C2=N/N=C/c2ccccc2)cc1,-2,0.2,106,98,115,105,110,108
O=C(O)COc1ccc(/C=N/Nc2nc(Nc3ccccc3)nc(N3CCCCC3)n2)cc1,8,0.0,94,89,84,88,90,94
CCCCn1c(N)c(N(CC(C)C)C(=O)CSc2ccc([N+](=O)[O-])cc2)c(=O)[nH]c1=O,0,-0.4,104,108,93,104,101,104
Cc1cc(SCC(=O)NC2CCCCC2)nc2ccccc12,0,0.3,103,87,96,96,96,96
Cc1cc(=O)n2[nH]c(SCc3ccc(Cl)cc3)nc2n1,-1,0.0,107,109,114,110,104,110
C=CCC1C=C(Cc2ccccc2)CC(CC=C)N1 (configuration not stated),8,0.0,106,95,89,95,100,92
O=C(COc1ccccc1)Nc1cccc(-c2cn3cccnc3n2)c1,14,-0.7,106,94,95,101,102,101
C/C(=N\NC(=O)c1nnn(-c2nonc2N)c1-c1ccc2c(c1)OCO2)c1cccs1,1,0.0,97,93,92,94,98,92
COC(=O)Cc1csc(Nc2ccccc2Cl)n1,2,0.0,96,102,93,96,99,98
O=C(Cc1ccc(Cl)cc1)NNC(=O)C(=O)NC1CCCCC1,-1,-0.1,97,105,98,99,95,94
O=C(COc1ccc2c(-c3ccccc3)cc(=O)oc2c1)Nc1ccc(CCO)cc1,2,0.1,87,95,113,108,88,99
Cc1cccc(C)c1NC(=O)CSc1nnc(NC(=O)c2ccccc2C(=O)O)s1,-1,-0.1,99,105,93,108,100,105
Cc1ccc(S(=O)(=O)N2CCN(C(=O)COC(=O)COc3cccc4c3OC(C)(C)C4)CC2)cc1,6,0.1,99,101,77,99,97,95
Cc1nnc(SCc2cccc([N+](=O)[O-])c2)o1,2,-0.2,99,103,98,101,99,98
# (more compounds)
SMILES,AHR activator,Efflux pump inh,MEP2-GFP yeast,CIT2-GFP yeast,Yeast superoxide,AGP1 TOR yeast,RPL19A TOR yeast,LAP4-GFP MLPCN
O=C(O)COn1c(-c2ccccc2)nc2ccc([N+](=O)[O-])cc21,141*,0.0,102,97,116,97,100,104
COc1cccc(NC(=O)NCC2CCN(Cc3ccc(F)cc3)CC2)c1,4,0.1,117,103,118,99,107,95
Cn1c(Cc2ccccc2)nnc1SCC(=O)Nc1ccc2c(c1)OCO2,23,0.1,102,114,89,106,101,98
CCC(C)(C)C1CCc2[nH]nc(C(=O)NCc3ccc(Cl)cc3)c2C1 (configuration not stated),3,0.0,100,95,96,90,98,122
CCOc1ccccc1NC(=O)C(OC(=O)c1cc(C)oc1C)c1ccccc1 (configuration not stated),7,0.1,105,104,100,106,109,102
C=CCOc1c(Cl)cc(C(=S)N2CCCC2)cc1OCC,17,0.0,110,107,102,108,106,97
CC1(c2ccccc2)CC2CC(c3ccccc3)N1O2 (configuration not stated),2,-0.1,100,99,85,98,95,101
COC(=O)[C@@H](Cc1ccccc1)NC(=O)Cn1cnc2c(SC)nc(N)nc21,1,-0.2,106,102,103,102,100,107
CCCOc1ccc(N2C(=O)CC(SCCN)C2=O)cc1 (configuration not stated),9,-0.2,99,104,96,104,102,100
O=C(Cn1c(N2CCN(C/C=C/c3ccccc3)CC2)nc2ccccc21)c1ccccc1,1,0.1,101,93,114,94,94,95
O=C(O)CC1(CC(=O)Nc2ccc(Cl)cc2C(=O)c2ccccc2)CCCC1,1,0.1,99,83,102,86,97,92
CC(=O)N1N=C(c2ccccc2)OC1c1ccc([N+](=O)[O-])s1 (configuration not stated),0,0.1,91,100,113,87,98,83
CCOCCCn1c(=S)[nH]c2cc(C(=O)NC3CCCC(C)C3C)ccc2c1=O (configuration not stated),1,-0.1,101,100,117,101,99,99
CCCCOc1ccc(N2C(=O)CC(NCCc3ccc(S(N)(=O)=O)cc3)C2=O)cc1 (configuration not stated),3,-0.2,114,105,107,119,108,x
COc1ccc(NC(=O)C(C)N2c3cccc4cccc(c34)S2(=O)=O)c(OC)c1 (configuration not stated),1,-0.1,103,96,99,103,103,109
CN(C)S(=O)(=O)c1cccc(C(=O)NCC2CCCCC2)c1,1,-0.2,106,98,103,108,102,119
O=C(COc1ccc(C(F)(F)F)cc1[N+](=O)[O-])Nc1cccc(C(F)(F)F)c1,2,0.3,110,94,97,99,104,95
COc1ccc(Br)cc1-c1nc(CCl)cs1,2,0.1,99,95,95,89,94,84
CC1(C(=O)NNC(=O)C2CCCCC2)CC1(Cl)Cl (configuration not stated),-1,-0.1,107,106,97,105,101,115
CN(Cc1ccccc1)S(=O)(=O)c1ccc(C(=O)Nc2nnc(C3CC3)o2)cc1,2,-0.2,90,89,100,96,95,100

# LAP4-GFP MLPCN: hit marks shown above
smiles | AHR activator | Efflux pump inh | MEP2-GFP yeast | CIT2-GFP yeast | AGP1 TOR yeast | RPL19A TOR yeast | LAP4-GFP MLPCN
CCN(Cc1ccccc1)S(=O)(=O)c1ccc(C(=O)Nc2nnc(C)o2)cc1 | 0 | -0.1 | 104 | 92 | 101 | 94 | 188*
O=C(Nc1ccc(Cl)cc1Cl)c1cccc(N2C(=O)C=CC2=O)c1 | -5 | 0.1 | 102 | 87 | 90 | 64 | 184*

# 3 compounds drawn at random from the list so far:
SMILES,AHR activator,Efflux pump inh,MEP2-GFP yeast,CIT2-GFP yeast,Yeast superoxide,AGP1 TOR yeast,RPL19A TOR yeast,LAP4-GFP MLPCN
COC(=O)[C@@H](Cc1ccccc1)NC(=O)Cn1cnc2c(SC)nc(N)nc21,1,-0.2,106,102,103,102,100,107
O=C(NCc1ccccc1)NC(=O)c1ccncc1,-1,0.1,93,97,90,96,94,92
CCCOc1ccc(N2C(=O)CC(SCCN)C2=O)cc1 (configuration not stated),9,-0.2,99,104,96,104,102,100

# Further records.
SMILES,AHR activator,Efflux pump inh,MEP2-GFP yeast,CIT2-GFP yeast,Yeast superoxide,AGP1 TOR yeast,RPL19A TOR yeast,LAP4-GFP MLPCN
COc1ccc(NS(=O)(=O)c2cc(NC(=O)c3ccc(S(=O)(=O)N(C)C)cc3)ccc2N2CCOCC2)cc1,1,0.2,110,101,116,97,103,95
CCC(CC)NC(=O)COC(=O)c1cccc(C)c1O,7,-0.1,103,97,94,104,96,93
Cc1ccc(S(=O)(=O)NC2CC(C)(C)NC(C)(C)C2)c(C)c1C,0,-0.1,102,108,101,94,103,89
O=C(Cc1ccccc1)Nn1c(-c2ccccc2F)nc2ccccc2c1=O,2,0.2,99,104,93,106,99,112
COc1ccc(C)cc1NC(=O)C1CCN(S(C)(=O)=O)CC1,5,-0.1,105,107,107,101,105,84
O=[N+]([O-])c1ccccc1/C=N\N1CCN(c2ccccc2)CC1,29,0.1,99,101,103,92,98,101
S=c1[nH]nc(C2COc3ccccc3O2)o1 (configuration not stated),0,-0.1,99,101,111,100,99,96
COc1ccc(Cn2c(C3CC3)nc3ccc(NC(=O)c4ccco4)cc3c2=O)cc1,26,0.0,118,99,104,107,101,107
